Mdm2 MdmX PPI: inhibitors of human Mdm2-MdmX association, primary screen, cell-based, luminescence, split luciferase, SaOS-2, uHTS; hit rate 3% among 330,000; inhibition, % at 8 µM; SaOS-2 split-luciferase Mdm2/MdmX complementation; AID 485346, 2010;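 active = inhibition of at least 50% at 8 µM in the primary screen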
tim10-1 inh: growth inhibitors of tim10-1 mutant yeast, primary screen, luminescence, uHTS | hit rate 2.2% among 330,000 | inhibition, % at 20 µM | S. cerevisiae tim10-1 ts strain growth, BacTiter-Glo, 24 h;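 active = inhibition of at least 40%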;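 note: mutant grown at 25 °C; 0% = DMSO wells with yeast and 100% = wells holding no yeast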
tim23-1 inh: growth inhibitors of tim23-1 mutant yeast, primary screen, luminescence, uHTS; hit rate 1.3% among 330,000; AID 463212, 2010; inhibition, % at 20 µM; S. cerevisiae tim23-1 growth, BacTiter-Glo luminescence, 24 h;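 active = growth inhibition of the mutant yeast at or above 50%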;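 note: temperature-sensitive mutant grown at 25 °C; plate controls were DMSO-treated mutant yeast for no effect and medium wells lacking yeast for full effect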
CHOP UPR activ: activators of apoptotic CHOP UPR arm, primary screen, cell-based, CHO-CHOP luciferase reporter, luminescence, uHTS. UPR activation; percent of tunicamycin response over DMSO baseline. activation, % at 10 µM. hit rate 0.34% among 330,000. AID 449763, 2010;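 active = at 10 µM dose, activation of 40% or more, normalized to positive control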;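 note: 100% = tunicamycin at 10 µg/mL and 0% = DMSO alone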
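measured by = luciferase luminescence | assay system = CHO-CHOP cells, stable luciferase reporter of PERK-eIF2a-CHOP signalling | amount = 500 reporter cells seeded per well | timing = 6 h compound exposure at 37 °C after overnight seeding | controls = positive tunicamycin 10 µg/mL, negative DMSO alone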
CXCR6 block: CXCR6 receptor inhibitors, primary screen, cell-based, beta-arrestin, luminescence, CHO-K1 PathHunter, 1536-well | C-X-C chemokine receptor type 6 (Homo sapiens), O00574 | inhibition, % at 20 µM | hit rate 0.36% among 360,000; in the data active = inhibition above about 34%, passing the limit was not always enough;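 note: antagonist mode with CXCL16 agonist at 10 nM final; 0% = 10 nM CXCL16 with DMSO and 100% = unstimulated wells without agonist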
Target sequence (O00574 whole entry, looked up): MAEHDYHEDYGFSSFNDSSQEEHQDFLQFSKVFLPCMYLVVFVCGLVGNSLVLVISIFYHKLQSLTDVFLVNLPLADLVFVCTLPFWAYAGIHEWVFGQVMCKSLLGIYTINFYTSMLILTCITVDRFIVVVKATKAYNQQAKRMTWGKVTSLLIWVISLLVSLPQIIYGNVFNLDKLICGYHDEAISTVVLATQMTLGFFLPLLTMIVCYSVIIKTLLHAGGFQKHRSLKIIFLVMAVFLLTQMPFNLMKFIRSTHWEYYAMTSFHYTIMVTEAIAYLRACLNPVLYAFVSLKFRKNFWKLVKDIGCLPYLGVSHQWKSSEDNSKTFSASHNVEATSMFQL
UPR XBP1 act: activators of adaptive XBP1 UPR arm, primary screen, cell-based, CHO-XBP1 luciferase reporter, luminescence, uHTS; IRE1-XBP1 UPR activation; percent of tunicamycin response, DMSO as zero; activation, % at 20 µM; hit rate 0.33% among 330,000; AID 463104, 2010;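 active = versus positive control, 20 µM dose yields 30% or more activation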;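 note: 100% = tunicamycin at 10 µg/mL and 0% = DMSO only wells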
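Material: IRE1-XBP1 luciferase reporter CHO line / Quantity: one thousand reporter cells per well / Buffer or medium: F12 with 10% serum / Compound: 20 µM single concentration, DMSO 1% / Times: 6 h treatment, 37 °C / Detection: Steady-Glo luciferase glow luminescence, 10 min after reagent addition / Benchmarks: tunicamycin high, DMSO low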
APJ antag: antagonists of human apelin receptor APJ, primary screen, CHO-K1 cells, beta-arrestin complementation, luminescence; P35414; inhibition, % at 20 µM; hit rate 0.32% among 330,000;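 active = inhibition above about 40% at 20 µM, limit read from the data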;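 note: cells challenged with 10 nM apelin-13 agonist together with compound; plate controls were apelin-13 plus DMSO wells for no effect and DMSO wells lacking apelin-13 for full effect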
Target sequence (P35414 whole entry, looked up): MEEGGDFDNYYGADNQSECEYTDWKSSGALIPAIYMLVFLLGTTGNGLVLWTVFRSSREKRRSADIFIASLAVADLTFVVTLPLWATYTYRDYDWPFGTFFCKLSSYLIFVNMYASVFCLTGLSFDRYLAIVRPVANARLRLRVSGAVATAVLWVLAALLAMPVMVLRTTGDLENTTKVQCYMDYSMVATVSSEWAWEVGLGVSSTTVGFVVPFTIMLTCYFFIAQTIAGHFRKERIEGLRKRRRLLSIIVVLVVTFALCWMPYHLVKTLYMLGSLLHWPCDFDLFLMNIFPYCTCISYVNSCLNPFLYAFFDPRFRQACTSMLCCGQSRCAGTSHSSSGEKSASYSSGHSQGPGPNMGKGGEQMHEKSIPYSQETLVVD
TIM10 inh: growth inhibitors of isogenic TIM10 control yeast, primary screen, counter-screen for tim10-1 yeast inhibitor project, luminescence, uHTS | inhibition, % at 10 µM | hit rate 1.4% among 330,000 | S. cerevisiae TIM10 strain growth, BacTiter-Glo luminescence, 24 h;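 active = inhibition of 40% or more at the single tested concentration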;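 note: wild-type TIM10 isogenic control strain grown at permissive 25 °C; 0% = DMSO yeast wells and 100% = minimal medium wells without yeast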
APJ ag: agonists of human apelin receptor APJ, primary screen, CHO-K1 cells, PathHunter beta-arrestin, luminescence; 0% DMSO wells, 100% apelin; activation, % at 20 µM; hit rate 0.11% among 330,000; AID 2520, 2010;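 active = activation more than six SD over the plate average, tested at 20 µM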;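 note: 0% = DMSO alone and 100% = apelin-13 at 10 nM; some results filed as inactive read as strong as hits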
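system = engineered CHO-K1 APJ arrestin reporter cells | input = 1000 cells per well | timing = overnight seeding, 90 min compound at 25 °C, 1 h detection | measured by = enzyme-fragment complementation luminescence | read-out = beta-arrestin recruitment to APJ as agonist activity, luminescent signal | control set = negative DMSO alone, positive Apelin-13 at 10 nM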
The depositor's hits bear a star. The list is partial; the hit share may differ from the screen's.

SMILES	Mdm2 MdmX PPI	tim10-1 inh	tim23-1 inh	CHOP UPR activ	CXCR6 block	UPR XBP1 act	APJ antag	TIM10 inh	APJ ag
Cc1nn(CCS(=O)(=O)c2ccc(Cl)cc2)c(C)c1Br	0.8	27.5	25.0	-1.8	-8.6	-0.1	-0.3	8.8	-3.7
COc1cc(OC)c(N(C)S(=O)(=O)c2cccc(C(=O)NC3=NCCS3)c2)cc1Cl	18.7	12.2	10.5	-0.7	3.0	-1.4	-4.4	6.3	-4.4
CCOC(=O)c1cc(-c2ccc(C)cc2)n(CCC(=O)NC(C)CC)c1C (configuration not stated)	-11.9	32.5	20.5	-0.3	2.4	-1.4	-1.8	27.5	-4.6
FC(F)(F)c1cc(Oc2ccc(Cl)cc2)ncc1-c1nnc(-c2ccc(Cl)cc2)o1	16.0	-10.1	21.1	-0.2	6.0	-6.1	7.9	0.5	-2.0
CC(C)c1ccccc1NC(=O)CCc1nc2ccccc2s1	8.7	6.8	16.5	1.5	-7.9	1.4	-0.8	-0.3	-1.6
CCOC(=O)c1c(S(=O)(=O)N2CCC(C)CC2)c(C)n(C)c1C	14.2	1.0	2.3	-0.4	1.9	-2.8	-52.0	5.8	-3.2
CCC/S(CC1CC1(Cl)Cl)=N\S(=O)(=O)c1ccc(C)cc1 (configuration not stated)	10.7	-10.1	-1.4	-0.6	-1.1	-2.4	10.1	-27.8	-4.3
COc1cc(NC(=O)Nc2ccc3c(c2)OCO3)cc(OC)c1OC	-24.3	3.0	-10.2	-0.3	1.3	2.5	-1.7	14.0	-0.7
Cc1ccc(Cn2c(-n3nc(C)cc3C)nc3c2c(=O)[nH]c(=O)n3C)cc1	-14.8	24.1	14.5	-0.1	12.4	3.5	21.0	28.0	-4.5
COc1cc(N)c(Cl)cc1C(=O)OCC(=O)c1cccs1	17.8	-25.1	11.3	4.1	-0.5	0.9	-37.3	12.7	-1.8
CCC(C)NC(=O)CSc1c2c(nc3ccccc13)CCCC2 (configuration not stated)	-4.4	28.8	19.9	-0.8	7.9	-1.5	12.6	-2.0	0.7
Cc1ccc(S(=O)(=O)Cn2nnnc2C(c2ccccc2)N2CCN(c3ccccc3)CC2)cc1 (configuration not stated)	8.1	35.5	13.3	-0.8	5.8	-2.9	0.0	4.7	-3.5
CCc1nnc(NC(=O)CCC(=O)NC2CCCC2)s1	11.9	-6.8	-12.8	-2.2	-6.2	-1.3	12.0	-4.3	-3.8
CCN(Cc1nc2cc(Cl)ccc2c(=O)[nH]1)C(=O)c1cc2c(s1)CCCCC2	33.4	11.1	24.6	1.2	10.9	-3.6	8.6	15.9	2.7
O=C(c1cc2cc(F)ccc2[nH]1)N1CCN(Cc2ccc3c(c2)OCO3)CC1	20.0	44.5*	29.7	0.4	-10.0	-3.5	-63.6	20.2	1.6
CCCn1c(SCC(=O)Nc2nc(-c3ccc(OC)cc3)cs2)nc2c1c(=O)n(C)c(=O)n2C	68.4*	0.8	-1.7	29.8	-17.5	16.5	-4.8	3.4	5.3
CCN1C(=O)[C@@H]2[C@H](C1=O)[C@@H]1C[C@H]3C(=O)N(CC)C(=O)[C@H]3[C@@H]3C1=C(C(=O)N1C(=O)OC(=NCC4CC4)[C@]31C)[C@@H]2C	17.7	5.3	-0.9	-2.9	-4.9	-2.4	7.4	0.6	-3.3
CCC(C)(C)NC(=O)C(c1sccc1C)N(Cc1ccco1)C(=O)c1csnn1 (configuration not stated)	-1.6	7.6	22.1	0.4	12.0	1.5	13.7	26.7	-1.2
CC1Sc2ccc(C(=O)N3CCCC(C(F)(F)F)C3)cc2NC1=O (configuration not stated)	8.1	-2.9	6.6	0.4	-9.4	-2.0	16.1	-9.6	6.8
Brc1cccc(-c2nnc(-c3ccccc3)o2)c1	-168.1	18.6	15.7	2.5	8.0	-0.3	0.6	9.3	-2.1
C=CCSc1nccc(-c2nn(-c3ccc(C)cc3)ccc2=O)n1	45.5	32.2	13.6	-1.8	-4.6	-0.9	-20.9	12.8	-1.7
Cc1ccc(NC(=O)CSc2nc3ccccc3c(=O)n2Cc2cccs2)cc1	21.0	9.6	-11.9	4.8	4.5	5.2	-11.8	-25.2	-2.7
COCCn1c(SCC(=O)Nc2cc(C)on2)nnc1-c1ccccc1	-13.6	-15.5	1.3	0.7	6.8	-6.8	-41.0	11.9	-0.1
CC1=C(C(=O)OCC2CCCO2)C(c2ccsc2)C2=C(CCCC2=O)N1 (configuration not stated)	-23.9	3.0	3.8	-0.4	1.0	2.4	12.9	4.4	-1.3
CSc1nc(N)nc(SCC(=O)c2ccccc2)c1C#N	-21.0	6.7	2.6	0.2	-3.4	13.4	4.9	-6.3	-0.4
O=C(CSc1nc2ccsc2c(=O)n1NC(=O)c1ccccc1)Nc1nccs1	-30.4	6.1	19.3	2.2	2.4	-0.1	-5.7	2.4	-5.1
CSCCC(NS(=O)(=O)c1ccc(Cl)cc1)C(=O)OCC(=O)NC12CC3CC(CC(C3)C1)C2 (configuration not stated)	14.9	16.2	14.0	-0.8	-14.5	-2.3	-2.8	25.9	-3.9
O=C1C2C3C=CC(CC3)C2C(=O)N1c1ccc(Br)cc1[N+](=O)[O-] (configuration not stated)	-6.2	3.6	3.7	1.1	-5.9	-1.2	11.7	8.5	1.0
O=C(O)/C=C/c1cn(Cc2ccccc2)nc1-c1ccccc1	-14.2	1.1	14.2	-0.2	4.0	-4.5	-6.4	-5.9	0.6
CCC1CCCCN1C(=O)COC(=O)CSc1ccc(C(N)=O)cc1[N+](=O)[O-] (configuration not stated)	-6.6	7.0	2.7	0.2	-0.8	0.0	-49.8	1.2	-3.0

Of the compounds above, these contain bromine.
SMILES	Mdm2 MdmX PPI	tim10-1 inh	tim23-1 inh	CHOP UPR activ	CXCR6 block	UPR XBP1 act	APJ antag	TIM10 inh	APJ ag
Cc1nn(CCS(=O)(=O)c2ccc(Cl)cc2)c(C)c1Br	0.8	27.5	25.0	-1.8	-8.6	-0.1	-0.3	8.8	-3.7
Brc1cccc(-c2nnc(-c3ccccc3)o2)c1	-168.1	18.6	15.7	2.5	8.0	-0.3	0.6	9.3	-2.1
O=C1C2C3C=CC(CC3)C2C(=O)N1c1ccc(Br)cc1[N+](=O)[O-] (configuration not stated)	-6.2	3.6	3.7	1.1	-5.9	-1.2	11.7	8.5	1.0

(more compounds)
SMILES	Mdm2 MdmX PPI	tim10-1 inh	tim23-1 inh	CHOP UPR activ	CXCR6 block	UPR XBP1 act	APJ antag	TIM10 inh	APJ ag
CCOC(=O)N1CCC(N2Cc3cccc(C(=O)O)c3C2=O)CC1	-2.4	20.4	-6.2	1.1	-2.0	-3.1	15.4	0.9	-1.7
CCc1ccc(NC(=O)CC2C(=O)N(c3cccc(OC)c3)C(=O)N2CCOC)cc1 (configuration not stated)	18.9	5.1	17.2	-0.4	1.1	-3.3	-7.9	-6.4	-0.8
CC1=CCC(C(=O)O)C(C(=O)Nc2nc3ccc(S(C)(=O)=O)cc3s2)C1 (configuration not stated)	24.3	12.3	-13.8	-2.1	5.1	-0.7	-5.0	-9.0	-2.5
Cc1ccc(N(C)C(=O)n2cnc3ccccc32)cc1	-8.7	9.8	5.9	-0.2	-0.5	-2.0	3.8	-12.6	-3.7
CCOc1ccc(NC(=S)N(Cc2ccc(Cl)cc2)Cc2ccco2)cc1	15.3	32.4	26.5	-0.5	15.1	-2.7	-2.5	36.9	-3.1
O=C(CSc1nnc(-c2cccnc2)o1)Oc1ccccc1	-3.4	11.9	13.2	1.4	-2.0	-2.2	0.4	16.9	-2.6
O=C1c2ccc([N+](=O)[O-])cc2NC(c2ccco2)N1/N=C/c1ccco1 (configuration not stated)	16.1	-8.1	15.6	-0.9	1.5	0.0	-36.6	5.1	7.4
NC(=S)NNc1ccnc2cc(Cl)ccc12	-2.7	15.0	12.5	-0.9	2.1	-2.2	-14.9	18.9	-2.8
CCc1noc(C)c1C(=O)Nc1ccc(S(=O)(=O)N2CCCC(C)C2)cc1 (configuration not stated)	19.4	9.6	22.5	0.5	-1.8	-2.1	8.9	-7.0	4.5
C=CCn1c(=NC(=O)c2ccc(S(=O)(=O)N3CCCc4ccccc43)cc2)sc2cc(S(N)(=O)=O)ccc21	14.6	15.9	26.3	2.5	-2.1	-2.5	0.7	18.6	0.2
Cc1ccc(NC(=O)C(=O)NCC2OCCc3ccccc32)cc1 (configuration not stated)	5.0	-13.0	-9.6	2.7	-5.4	2.5	-1.0	-3.3	-1.3
COc1cccc(CNC(=O)Cc2c(C(=O)O)[nH]c3ccccc23)c1	4.9	-0.2	5.8	-2.4	-7.3	-5.7	-4.5	-10.3	-5.6
CCOC(=O)c1cnc(SC)nc1Oc1cccc(NC(=O)c2ccc(C)cc2)c1	32.4	14.1	13.1	-2.7	4.6	2.2	-3.5	8.8	-1.8
CCCCCn1nc(-c2ccccc2)c2nc3ccccc3nc21	18.3	6.0	-2.2	-0.2	-1.2	-0.9	2.5	10.2	-5.5
O=C(c1ccc(N2CCCC2)c([N+](=O)[O-])c1)N1CCc2ccccc2C1	7.7	19.7	31.1	3.0	11.8	3.3	12.5	11.3	-6.2
O=C1CSC(c2ccccn2)N1Cc1cn2ccccc2n1 (configuration not stated)	-11.5	6.1	12.7	2.2	-0.8	-1.4	6.7	-2.7	-0.2
Cc1cc(NC(=O)C2CC(=O)N(c3ccccc3Cl)C2)no1 (configuration not stated)	20.2	-16.4	-5.1	-1.1	2.5	-6.9	12.6	7.5	-2.8
COc1ccccc1NC(=O)c1csc(-n2nc(C)cc2C(F)(F)F)n1	14.3	8.7	-1.1	3.0	-6.3	4.5	2.1	0.6	-3.2
CC(=O)Nc1nnc(SCC(=O)N2CCc3ccccc32)s1	24.0	-1.6	10.3	0.4	0.0	-2.5	5.6	-12.0	1.8
O=C(CCc1ccccc1)N=C1SC2CS(=O)(=O)CC2N1c1cccc(F)c1 (configuration not stated)	1.1	4.1	-2.7	-0.1	-8.3	-4.0	14.5	9.8	0.1
O=C(NCc1nnc2c(C(F)(F)F)cc(Cl)cn12)c1cccs1	10.9	3.4	-1.0	-0.5	-6.3	-3.1	-10.4	7.5	-1.1
COc1ccccc1NC(=O)CNC(=O)c1ccc(Br)o1	16.3	5.0	6.1	2.2	-0.8	-2.5	10.1	-1.7	-0.5
CS(=O)(=O)N(CCC(=O)O)Cc1ccccc1	5.8	-13.0	3.7	-0.1	-3.5	-3.1	7.2	7.1	0.7
CCOC(CNC(=O)c1nnc(Cc2cc(OC)c(OC)c(OC)c2)o1)OCC	12.9	-2.4	-1.9	-0.8	-4.9	0.2	4.5	-4.2	-1.3
Cc1ccc(C(=O)NC2CCS(=O)(=O)C2)cc1S(=O)(=O)N1CCCCCC1 (configuration not stated)	4.0	-20.7	2.4	1.6	-8.0	1.5	5.3	-9.6	-0.5
